Compound activity deposited in PubChem by several laboratories.
BCLXL inh = inhibitors of human Bcl-xL, primary screen, biochemical, fluorescence polarization, HTS. Bcl-2-like protein 1 (Homo sapiens), Q07817. GST-Bcl-xL / FITC-Bim BH3 peptide fluorescence polarization. inhibition, % at 10.9 µM. actives 0.7% (n = 320,000). AID 2129, 2009;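 active = inhibition above the mean of all tested compounds plus 3 SD, cutoff set per campaign, cut at about 30% in these data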;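 note: 0% = DMSO wells and 100% = unlabeled Bim-BH3 peptide competitor; inhibitors lower millipolarization by displacing the labeled peptide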
Target sequence (Q07817 whole entry, looked up): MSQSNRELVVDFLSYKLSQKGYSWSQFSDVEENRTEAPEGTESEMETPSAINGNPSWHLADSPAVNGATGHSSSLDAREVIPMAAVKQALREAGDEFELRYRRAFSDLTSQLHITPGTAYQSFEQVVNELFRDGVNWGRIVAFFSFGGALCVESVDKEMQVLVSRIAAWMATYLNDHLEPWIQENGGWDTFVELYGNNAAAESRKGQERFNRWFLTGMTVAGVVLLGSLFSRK
GRK2 inh = compounds blocking aptamer binding on GRK2 – biochemical, human GRK2, bead flow cytometry, HTS, primary screen; Beta-adrenergic receptor kinase 1 (Homo sapiens), P25098; FAM-aptamer displacement from GRK2; inhibition of aptamer binding, % at 10 µM; actives 0.59% (n = 330,000); AID 488847, 2010;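 active = inhibition of aptamer binding above 40%, roughly 3 SD of noise, on plates passing a quality check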;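 note: median bead fluorescence of bound FAM aptamer so fluorescent compounds give negative values; no value below 0 was filed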
AGP1 TOR yeast = modulators of AGP1-GFP expression in yeast TOR pathway, primary screen, cell-based, multiplex flow cytometry, S. cerevisiae, MLPCN library; 3 h; GFP as percent of DMSO wells; GFP response vs DMSO, % at 10 µM; actives 0.02% (n = 320,000);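 active = GFP response relative to DMSO above a set limit, near screen average plus 3 SD, cut at about 150% in these data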;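 note: median GFP channel fluorescence of the gated AGP1 strain per well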
Fam108B counter = mouse Fam108B serine hydrolase inhibitors, primary screen, counter-screen for RBBP9 inhibitor project, biochemical, fluorescence polarization | recombinant Fam108B, FP-Rh probe fluorescence polarization | inhibition, % at 9.51 µM | actives 0.33% (n = 300,000);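 active = inhibition above the screen mean inhibition plus 3 SD, computed separately per campaign, cut at about 18% in these data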;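 note: inhibitors lower polarization as less probe binds the enzyme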
MCL1-BIM inh = inhibitors of MCL1 binding to BIM-BH3, primary screen, biochemical, fluorescence polarization; Induced myeloid leukemia cell differentiation protein Mcl-1 (Homo sapiens), Q07820; GST-MCL1 / FITC-Bim-BH3 fluorescence polarization; inhibition, % at 10.9 µM; actives 0.68% (n = 320,000);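 active = inhibition above the mean inhibition of all tested compounds plus 3 SD, set per campaign, cut at about 40% in these data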;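 note: 0% = DMSO wells and 100% = unlabeled Bim-BH3 peptide control; higher means more loss of mP so more displacement of Bim peptide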
CIT2 TOR yeast = modulators of CIT2-GFP expression in yeast, primary screen, S. cerevisiae, GFP fusion, multiplex flow cytometry, MLPCN library; S. cerevisiae CIT2-GFP strain, 3 h; 100 means same as DMSO wells; GFP response vs DMSO, % at 10 µM; actives 0.065% (n = 320,000);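 active = GFP response relative to DMSO above a set limit, near the screen mean plus 3 SD, cut at about 150% in these data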;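 note: ratio of well median GFP fluorescence to mean of DMSO wells on the plate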
VLA-4 inh = inhibition in human VLA-4 binding assay, primary screen, VLA-4 allosteric modulator project, MLPCN library, flow cytometry, VLA-4 expressing cells. Integrin alpha-4 (Homo sapiens), P13612. ligand binding flow cytometry. inhibition, % (about 7 µM as worked out from the volumes in the protocol). actives 0.2% (n = 330,000). AID 2557, 2010; in the data active = inhibition above about 50%
GLD-1 RNA inh = GLD-1/TGE RNA complex disruptors, primary screen, biochemical, fluorescence polarization; Female germline-specific tumor suppressor gld-1 (Caenorhabditis elegans), Q17339; purified GLD-1 + fluorescein TGE RNA; inhibition, % at 5.96 µM; AID 2280, 2010; actives 0.44% (n = 320,000);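 active = percent inhibition above a per-plate cutoff, the plate mean of test compounds plus 3 SD, cut at about 30% in these data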;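 note: 0% = DMSO wells with GLD-1 and probe and 100% = wells lacking GLD-1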
Target sequence (Q17339 whole entry, looked up): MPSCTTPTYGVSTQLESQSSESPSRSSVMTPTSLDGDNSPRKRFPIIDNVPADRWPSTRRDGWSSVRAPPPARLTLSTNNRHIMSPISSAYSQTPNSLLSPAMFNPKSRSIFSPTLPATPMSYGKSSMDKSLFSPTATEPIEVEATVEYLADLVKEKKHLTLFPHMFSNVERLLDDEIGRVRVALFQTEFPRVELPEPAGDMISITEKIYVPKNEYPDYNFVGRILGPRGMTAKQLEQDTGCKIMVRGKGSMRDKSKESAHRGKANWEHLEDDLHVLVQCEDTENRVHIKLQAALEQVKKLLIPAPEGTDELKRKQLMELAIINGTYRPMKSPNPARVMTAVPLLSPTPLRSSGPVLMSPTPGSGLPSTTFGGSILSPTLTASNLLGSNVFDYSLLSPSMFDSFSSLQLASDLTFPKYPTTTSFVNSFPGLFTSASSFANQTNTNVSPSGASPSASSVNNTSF
MEX-5 binding = MEX-5 zinc finger RNA-binding disruptors – biochemical, C. elegans, fluorescence polarization, MLPCN library, primary screen. Zinc finger protein mex-5 (Caenorhabditis elegans), Q9XUB2. MEX-5/FITC-TCR2 RNA binding; stronger effect = lower value. activity score (negative = inhibition of binding), % at 10 µM. actives 0.38% (n = 300,000);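 active = inhibition past about -25% in most replicates, and total fluorescence under double the plate's negative control median, limit read from the data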;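 note: 0% = DMSO and -100% = 5 µM competing unlabeled TCR2 RNA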
Active calls of the source: *; · = no result given.

[1] CC1CCCC(C)N1C(=O)COC(=O)CNC(=O)c1ccc(Cl)cc1Cl (centres undefined)
[2] CC(C(=O)Nc1ccc(S(=O)(=O)N2CCCC2)cc1)N1CCN(C(=O)c2ccco2)CC1 (centres undefined)
[3] CCOc1ccccc1C1N(c2ccc(OC)cc2)C(=O)C2CCCN21 (centres undefined)
[4] O=[N+]([O-])c1cccc(-c2nnc3ccccn23)c1
[5] O=C(CC(=O)Nc1nc(C23CC4CC(CC(C4)C2)C3)cs1)NCCO
[6] CCC(C(=O)NC1CCCC1)N(C(=O)Cn1nnc(-c2ccc(C)o2)n1)c1ccccc1OC (centres undefined)
[7] Cc1ccc(-c2nc(N3CCOCC3)sc2C(=O)N2CCOCC2)cc1
[8] CC(C)CN(C(=O)COC(=O)c1ccccc1NCc1ccco1)c1c(N)n(Cc2ccccc2)c(=O)[nH]c1=O

entry no.	1	2	3	4	5	6	7	8
BCLXL inh	2	-2	7	7	3	2	0	1
GRK2 inh	0	0	4	1	0	0	0	1
AGP1 TOR yeast	112	99	102	109	103	99	95	112
Fam108B counter	-1	-1	3	-2	-1	2	1	-6
MCL1-BIM inh	1	0	2	11	4	-1	1	0
CIT2 TOR yeast	110	100	96	101	88	101	93	104
VLA-4 inh	6	7	-11	4	5	4	8	-2
GLD-1 RNA inh	2	1	1	5	-7	5	-3	9
MEX-5 binding	-2.0	3.8	0.4	2.9	2.8	-3.4	0.6	-3.4

[9] O=C(NN=C1CCCC1)c1cccc(O)c1
[10] O=C(CNCCc1ccc(Cl)cc1)Nc1ccc(C(=O)N2CCCCC2)cc1
[11] Cc1nc(-c2cc(C#N)c(Sc3cccc(C(F)(F)F)c3)nc2C)cs1
[12] CC(C)OP(=O)(c1ccc(N(C)C)cc1)C(Nc1ccccc1)c1cccnc1 (centres undefined)
[13] CCCC(Oc1ccc(Br)cc1)c1nc2c3cc(OC)c(OC)cc3nc(=S)n2[nH]1 (centres undefined)
[14] Cn1c(SCc2nnc(-c3ccc(F)cc3)o2)nnc1C1COc2ccccc2O1 (centres undefined)
[15] CN1C2=NCCN2C(=O)c2ccccc21
[16] CCOc1ncccc1C(=O)Nc1ccc(F)c(F)c1

entry no.	9	10	11	12	13	14	15	16
BCLXL inh	2	-2	5	3	4	-9	6	9
GRK2 inh	0	1	2	2	3	1	0	2
AGP1 TOR yeast	95	91	105	93	100	104	107	95
Fam108B counter	4	1	-2	-2	4	-10	-2	3
MCL1-BIM inh	4	5	0	-1	18	-6	4	1
CIT2 TOR yeast	99	95	96	97	110	101	104	101
VLA-4 inh	3	-13	15	33	-3	-2	-6	25
GLD-1 RNA inh	7	-2	3	-2	4	0	-1	2
MEX-5 binding	-2.7	0.0	1.2	-1.0	-1.5	-0.8	1.2	-2.4

[17] COc1cc(-c2nnc(SCc3cc(=O)oc4cc(C)ccc34)o2)cc(OC)c1OC
[18] COc1ccc(-c2nc(N3CCOCC3)nc3n[nH]c(N)c23)cc1
[19] O=S(=O)(NCC(c1ccc2c(c1)OCO2)N1CCN(c2ccccc2)CC1)c1ccccc1 (centres undefined)
[20] Cc1ccc2cc3cc(C(=O)NCCC(C)C)oc3nc2c1
[21] NC(=O)c1c(NC(=O)C2CCCO2)sc2c1CCCCC2 (centres undefined)
[22] CC(=O)NC(CC(=O)O)c1ccccc1 (centres undefined)
[23] CCCCc1c(O)nc(SCC(=O)NCCc2ccc(OC)c(OC)c2)[nH]c1=O
[24] Cc1c(OCC(=O)NC2CC(C)(C)NC(C)(C)C2)ccc2c1oc(=O)c1ccccc12

entry no.	17	18	19	20	21	22	23	24
BCLXL inh	-4	2	1	3	33*	-1	-3	1
GRK2 inh	0	0	0	2	3	0	3	0
AGP1 TOR yeast	100	95	101	97	106	96	112	101
Fam108B counter	1	1	-1	-3	0	0	-1	0
MCL1-BIM inh	-6	-3	1	-2	43*	-7	-3	5
CIT2 TOR yeast	90	98	104	89	106	90	106	102
VLA-4 inh	20	37	2	4	10	-9	5	26
GLD-1 RNA inh	0	12	4	3	18	-11	-2	5
MEX-5 binding	-2.2	-1.0	-0.4	-1.3	-8.7	2.4	3.7	-1.5

[25] CCCn1c(SCC(=O)Nc2ccccc2Cl)n[nH]c1=O
[26] CCOC(=O)c1sc(NC(=O)COC(=O)C(CCSC)NC(C)=O)nc1C (centres undefined)
[27] COc1ccc(CNC(=O)C2CCC(=O)N2C(C)C)c(OC)c1 (centres undefined)
[28] Cc1cccc(-c2nsc(SCC(=O)Nc3cc(C)on3)n2)c1
[29] C/C(=N\Nc1nc(N)cc(Cl)n1)c1cccc(N)c1
[30] Cc1ccc(C(=O)OCC(=O)N2CCOCC2)c(C)c1
[31] Cc1cc(C)c2c(-n3cccc3)c(C(=O)NNS(=O)(=O)c3ccc(Br)cc3)sc2n1
[32] C#CCn1c(=NC(=O)CN2C(=O)CCC2=O)sc2cccc(OC)c21

entry no.	25	26	27	28	29	30	31	32
BCLXL inh	1	1	7	3	9	1	1	4
GRK2 inh	2	2	1	0	0	0	1	4
AGP1 TOR yeast	106	99	93	101	98	99	·	106
Fam108B counter	-6	0	3	-6	0	3	1	0
MCL1-BIM inh	-4	-10	7	5	8	3	3	-1
CIT2 TOR yeast	75	102	91	98	100	92	83	101
VLA-4 inh	-2	7	3	-4	-8	-1	-4	3
GLD-1 RNA inh	1	5	5	0	5	-6	-2	6
MEX-5 binding	-1.1	1.4	-1.9	-0.7	2.5	0.1	-1.1	2.0

Arranged by length of the SMILES (rising): three of the compounds above
[32] C#CCn1c(=NC(=O)CN2C(=O)CCC2=O)sc2cccc(OC)c21
[26] CCOC(=O)c1sc(NC(=O)COC(=O)C(CCSC)NC(C)=O)nc1C (centres undefined)
[12] CC(C)OP(=O)(c1ccc(N(C)C)cc1)C(Nc1ccccc1)c1cccnc1 (centres undefined)

entry no.	32	26	12
BCLXL inh	4	1	3
GRK2 inh	4	2	2
AGP1 TOR yeast	106	99	93
Fam108B counter	0	0	-2
MCL1-BIM inh	-1	-10	-1
CIT2 TOR yeast	101	102	97
VLA-4 inh	3	7	33
GLD-1 RNA inh	6	5	-2
MEX-5 binding	2.0	1.4	-1.0

Next structures follow.
[33] CN1CCN(CCCOc2ccc(-c3ccccc3)cc2)CC1
[34] CCOc1ccc(C)cc1S(=O)(=O)N1CCCCC1
[35] CCOC(=O)C1C(=O)NC(SCC(=O)Nc2nccs2)=C(C#N)C1c1ccccc1OCC (centres undefined)
[36] CCOc1ccccc1NC(=O)C1CCCN(S(=O)(=O)c2ccc(OC)c(C)c2)C1 (centres undefined)
[37] NS(=O)(=O)c1ccc(Nc2nc(-c3ccc(O)cc3)cs2)cc1
[38] CCc1ccc(OCCNC(=O)c2cc(SC)ccc2Cl)cc1
[39] O=C(NNC(=O)C12CC3CC(CC(C3)C1)C2)c1cccc(O)c1
[40] COc1ccccc1OCc1cc(-c2ccccc2)no1

entry no.	33	34	35	36	37	38	39	40
BCLXL inh	-1	5	10	2	4	2	3	4
GRK2 inh	0	0	4	4	4	0	3	2
AGP1 TOR yeast	102	94	98	102	108	101	97	·
Fam108B counter	2	-1	-3	2	14	-1	2	3
MCL1-BIM inh	0	1	6	0	-1	0	3	1
CIT2 TOR yeast	100	98	98	97	109	101	97	90
VLA-4 inh	19	3	13	-3	-6	2	-7	4
GLD-1 RNA inh	-1	-7	-7	2	-2	-1	11	-8
MEX-5 binding	-3.8	3.4	2.4	3.0	1.4	-2.2	-3.8	0.3

[41] C=CCNc1nc(Cl)nc(Nc2ccc(OC)cc2OC)n1
[42] CC1=CC(C)(C)n2c(O)c(N=NC(N)=S)c3c(C)ccc1c32
[43] Cc1ccc(Sc2ccc(N)cc2C#N)cc1
[44] Cc1ccc2c(N)[nH]nc2n1
[45] Cc1cccc(NS(=O)(=O)c2cccc([N+](=O)[O-])c2)n1
[46] COc1ccc(-c2c(C(F)(F)F)nn(C)c2NC(C)=O)cc1
[47] CCc1cccc(C)c1NC(=O)Cc1ccsc1
[48] CCc1ccc(-n2c(C)cc(/C=N/NC(=O)c3ccncc3)c2C)cc1

entry no.	41	42	43	44	45	46	47	48
BCLXL inh	10	6	5	-10	3	1	4	6
GRK2 inh	4	5	1	2	1	9	2	0
AGP1 TOR yeast	90	99	102	113	97	117	107	95
Fam108B counter	4	-1	1	0	4	0	-2	0
MCL1-BIM inh	0	9	5	-14	6	-1	2	-1
CIT2 TOR yeast	88	101	102	114	92	107	108	95
VLA-4 inh	2	9	7	-16	-1	18	-3	-7
GLD-1 RNA inh	-4	1	8	-3	10	5	4	1
MEX-5 binding	3.0	0.7	3.3	1.6	2.4	-0.9	0.8	-3.4

[49] CCCCCn1c(Br)nc2c1c(=O)n(CC(N)=O)c(=O)n2C
[50] CCCCNC(=O)/C(C#N)=C/c1ccc(F)cc1F
[51] CCCn1c2c(c(=N)c3c1CCC3)CCC2
[52] O=C(CCNS(=O)(=O)c1ccc(Br)s1)NCc1ccc2c(c1)OCO2
[53] C/C(=N/NC(=O)CNc1ccc(C)cc1)c1ccc(Cl)cc1

entry no.	49	50	51	52	53
BCLXL inh	3	5	-12	5	1
GRK2 inh	0	2	3	3	0
AGP1 TOR yeast	109	97	110	99	98
Fam108B counter	2	7	1	-1	1
MCL1-BIM inh	4	1	-13	-3	5
CIT2 TOR yeast	101	98	106	96	98
VLA-4 inh	14	21	-4	-1	3
GLD-1 RNA inh	-2	6	-1	-7	4
MEX-5 binding	-3.1	1.3	-1.1	-3.0	0.4
